Assay outcomes (PubChem)
Wnt act = activators of Wnt/beta-catenin signaling. Wnt/beta-catenin reporter cell assay, activator, plate reader. activation, % at 9.35 µM. 1.2% of 300,000 active; in the data active = activation above about 30%, passing the limit was not always enough;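 also: 0% = neutral control wells and 100% = positive control wells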
NSD2 inh = inhibitors of human histone methyltransferase NSD2 | O96028 | NSD2 peptide methylation, AlphaScreen, 120 min | inhibition, % at 12.5 µM | 0.54% of 310,000 active | AID 743445; in the data active = inhibition above about 50%
Target sequence (O96028 whole entry, looked up): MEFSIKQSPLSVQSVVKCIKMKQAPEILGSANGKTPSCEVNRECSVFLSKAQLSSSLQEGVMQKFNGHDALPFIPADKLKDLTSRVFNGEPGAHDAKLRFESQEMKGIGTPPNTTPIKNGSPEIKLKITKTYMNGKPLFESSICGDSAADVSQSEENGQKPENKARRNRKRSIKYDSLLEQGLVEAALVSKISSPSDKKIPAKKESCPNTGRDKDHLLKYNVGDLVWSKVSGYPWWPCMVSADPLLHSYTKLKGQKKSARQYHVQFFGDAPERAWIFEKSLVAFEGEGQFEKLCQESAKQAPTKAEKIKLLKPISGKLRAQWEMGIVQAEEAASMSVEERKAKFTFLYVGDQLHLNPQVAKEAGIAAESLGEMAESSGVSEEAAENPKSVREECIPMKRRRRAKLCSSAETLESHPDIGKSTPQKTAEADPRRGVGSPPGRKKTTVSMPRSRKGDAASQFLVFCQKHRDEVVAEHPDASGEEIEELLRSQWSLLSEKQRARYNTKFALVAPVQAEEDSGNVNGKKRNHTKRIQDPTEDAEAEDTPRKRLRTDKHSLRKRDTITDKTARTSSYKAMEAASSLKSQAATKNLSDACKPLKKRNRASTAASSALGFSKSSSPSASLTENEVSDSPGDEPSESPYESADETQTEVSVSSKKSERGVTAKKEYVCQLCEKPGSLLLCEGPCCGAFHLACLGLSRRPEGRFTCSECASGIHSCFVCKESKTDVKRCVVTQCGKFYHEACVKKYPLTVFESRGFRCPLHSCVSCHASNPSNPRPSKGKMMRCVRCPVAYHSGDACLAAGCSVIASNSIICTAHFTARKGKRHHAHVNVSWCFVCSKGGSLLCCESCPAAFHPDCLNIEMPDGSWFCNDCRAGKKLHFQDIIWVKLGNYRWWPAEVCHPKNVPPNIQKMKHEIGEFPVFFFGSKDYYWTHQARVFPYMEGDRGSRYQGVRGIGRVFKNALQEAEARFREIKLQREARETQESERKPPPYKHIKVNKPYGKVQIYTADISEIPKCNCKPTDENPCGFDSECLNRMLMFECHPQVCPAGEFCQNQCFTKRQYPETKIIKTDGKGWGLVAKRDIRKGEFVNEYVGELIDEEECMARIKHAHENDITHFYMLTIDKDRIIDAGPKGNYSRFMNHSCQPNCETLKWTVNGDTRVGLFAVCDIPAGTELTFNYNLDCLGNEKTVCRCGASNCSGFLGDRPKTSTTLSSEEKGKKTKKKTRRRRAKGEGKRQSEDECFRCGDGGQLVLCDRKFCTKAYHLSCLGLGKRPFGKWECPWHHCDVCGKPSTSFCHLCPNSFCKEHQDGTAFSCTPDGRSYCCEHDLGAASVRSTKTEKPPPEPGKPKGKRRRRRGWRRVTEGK
V-ATPase pHluor = regulators of yeast V-ATPase proton transport; response, % at 10 µM; AID 504577; 0.37% of 350,000 active; S. cerevisiae, pHLuorin cytosolic pH fluorescence; in the data active = response mostly above about 7.3%, no sharp cut-off; inactive = mostly below about 5.4%; also: actives read high; inactives centre near 0; some compounds called inactive have numbers as strong as hits; reference of the scale not given here
* = called active by the depositor.

SMILES	V-ATPase pHluor	Wnt act	NSD2 inh
O=[N+]([O-])c1ccc(-c2csc(COc3ccccc3)n2)cc1	0	24	-2
COc1cc(Cc2cc(OC)c(O)c(OC)c2)cc(OC)c1O	-2	2	1
C#CCOCC1CN(c2ccccc2)C(=O)O1 (centres undefined)	-1	-4	5
Cc1ccnn1CCC(=O)N1CCCC(Nc2ccc(C(C)C)cc2)C1 (centres undefined)	-2	-2	2
Cc1ccc(S(=O)(=O)N2CC[C@@H]2C(=O)O)cc1	-3	0	1
COc1ccc(C(=O)[C@H]2[C@H]3C(=O)N(c4ccc(C)cc4)C(=O)[C@H]3C3C=CC=NN32)cc1 (some centres undefined)	2	4	-2
Cc1cc(C(=O)COC(=O)c2ccc(NC(=O)CC#N)cc2)c(C)n1CC(F)(F)F	-1	1	2
COc1ccc(S(=O)(=O)Oc2ccc3cccc(N)c3c2)cc1	-2	3	0
COc1ccc(CCn2c(-c3ccc(F)cc3)nc3c(c(=O)c4ccccc4n3C)c2=O)cc1OC	0	1	1
NS(=O)(=O)c1ccc(CCNC(=O)c2cc(S(=O)(=O)N3CCCCC3)ccc2Cl)cc1	-1	-3	1
Cc1cccc(-c2cc3nc(C)cc(=O)n3[nH]2)c1	4	-2	-11
Cc1cccc(OCCNC(=O)CCc2ccccc2)c1	3	12	-3
CC(=O)Nc1ccc2c3c(ccc([N+](=O)[O-])c13)CC2	1	-1	1
Cc1ccc(N=C2NC(=O)/C(=C/c3cccn3C)S2)cc1C	4	26	2
O=C(CN1C(=O)NC2(CCc3ccccc32)C1=O)Nc1ccc(Cl)cc1F (centres undefined)	-1	-4	-2
COc1ccc(C(=O)N/C(=C\c2ccc(-c3cccc([N+](=O)[O-])c3)o2)C(=O)NCCCN2CCOCC2)cc1	-2	-8	7
Cc1noc(C)c1C(=O)OC(C)C(=O)c1ccc(C(C)(C)C)cc1 (centres undefined)	-2	-1	-5
O=S(=O)(c1ccccc1)N1CCN(Cc2cccc(Br)c2)CC1	-3	0	0
O=C(CCC(=O)N/N=C/c1ccco1)N/N=C/c1ccco1	7	29	0
Cc1cc(OCC(=O)N(Cc2ccco2)C2CCS(=O)(=O)C2)ccc1Cl (centres undefined)	-1	19	0
CCS(=O)(=O)N1CCC2(CC1)OCCN2S(=O)(=O)c1ccccc1	1	-1	-1
O=C1OCCN/C1=C\C(=O)c1ccc(Cl)cc1	2	-2	0
COc1cc2c(cc1NC(=O)c1ccccc1-c1ccccc1C(=O)O)-c1ccccc1C2	-2	-3	0
Cc1cc(=O)n2nc(N3CCCC(C(=O)NCCCN4C(C)CCCC4C)C3)sc2n1 (centres undefined)	-2	2	-1
CN(C)Cc1c[nH]c2nccnc12	0	0	1
COc1ccc(S(=O)(=O)N2CCOCC2)cc1NC(=O)c1c(C)noc1C	0	26	5
COCC(C)n1c(SCC(=O)NC2CCCCC2)nc2ccccc2c1=O (centres undefined)	1	0	-2
O=C(O)c1c[nH]c2nccnc12	-2	-2	-1
O=C(Nc1cccc(Cl)c1Cl)c1ccco1	0	10	-2
COc1ccc(C(=O)Nc2ccc(C(=O)c3ccccc3)cc2)cc1	-3	-1	-7
Cc1cc(NS(=O)(=O)c2ccc(NC(=O)c3ccc(Cl)nc3)cc2)nc(C)n1	-1	2	0
Cn1c(=O)cc(C(=O)N/N=C/c2ccc(Cl)cc2)[nH]c1=O	-2	0	-5
N=c1c2c(ncn1CCCO)Oc1ccc3ccccc3c1C2c1ccccc1 (centres undefined)	2	1	5
CC(C)(C)c1ccc(-n2ncc3c2CCCC3NC(=O)c2ccco2)cc1 (centres undefined)	1	-12	0
O=C(CC(NC(=O)OCc1ccccc1)c1nn[nH]n1)OCc1ccccc1 (centres undefined)	6	15	0
O=C1CCC(C(=O)N(CCO)Cc2ccccc2)CN1CCc1cccc(F)c1 (centres undefined)	-1	-2	-1
CCCn1c(SCC(=O)Nc2ccc(S(=O)(=O)N3CCOCC3)cc2)n[nH]c1=O	2	0	-3
COCCn1c(=S)[nH]c2cc(C(=O)NCc3ccc(F)cc3)ccc2c1=O	3	-2	1
O=C(COC(=O)c1ccc(F)cc1F)Nc1ccc2c(c1)OCO2	-1	-1	5
COc1cccc(-c2cc(C(=O)Nc3ccccc3)c3ccccc3n2)c1	3	4	-3
CN1CCN(c2nnc(-c3ccccc3)c(-c3ccccc3)n2)CC1	-3	-1	11
O=C(Nc1ccc2ccccc2n1)C1CCCCC1	1	48*	-3
Cc1ccc(/C=C2/N=C(c3ccccc3)NNC2=O)cc1	3	8	10
O=C(c1ccccc1)c1ccc(C(=O)N2CCN(c3ccccc3O)CC2)cc1	-2	-2	4
O=C1Nc2ccccc2Cc2ccccc21	0	-6	1
COc1ccc(C(CC(=O)c2ccc(C)cc2)Sc2ccccc2N)cc1 (centres undefined)	-2	47*	0
O=S(CC(O)(c1ccccc1)c1ccccc1)CC(O)(c1ccccc1)c1ccccc1	1	8	3
Cc1cnc(CN(C)C(=O)C2CCC(=O)N(CCc3ccc(Cl)cc3)C2)[nH]1 (centres undefined)	1	-1	2
CCOC(=O)/C(C#N)=N/Nc1ccc(S(=O)(=O)Nc2cc(OC)nc(OC)n2)cc1	-2	2	3
CC(=O)N1c2ccccc2Sc2ccc3ccccc3c21	-1	-2	-1
Cn1cnc(S(=O)(=O)Nc2cc(-c3ccc(Cl)cc3)nn2C)c1	-5	2	0
Nc1nc(N)c2c(n1)CN(Cc1ccc(Cl)cc1)C2	-3	-6	4
COC(=O)c1ccccc1NN=Nc1ccccc1[N+](=O)[O-]	1	0	-2
Cc1c(N2C(=O)/C(=C/C3CC=CCC3)SC2=S)c(=O)n(-c2ccccc2)n1C (centres undefined)	-1	2	2
Cc1ccc(S(=O)(=O)N2CCOCC2)cc1NC(=O)CSc1nnnn1C1CC1	0	-2	-12
Cc1nc(SCC(=O)N2CCCC2=O)c2c(C)c(C)sc2n1	0	-3	-5

Next structures:
SMILES	V-ATPase pHluor	Wnt act	NSD2 inh
FC(F)(F)C1=NNC(c2ccc3ccccc3c2)=NN1	-4	-1	0
Cc1ccc(S(=O)(=O)NC(=O)N(C)C2CCCCC2)cc1	-1	3	13
O=C(COC(=O)c1cc(S(=O)(=O)N2CCCCC2)ccc1N1CCOCC1)c1ccccc1Cl	-1	-1	-2
c1ccc2c(c1)C1=NCCN1c1ccccc1-2	0	11	3
O=C(CSc1n[nH]c(=O)n1-c1cccnc1)N1CCOCC1	2	1	-1
COc1ccc(CCN2C(=S)N(C)C(=O)C2CC(=O)Nc2ccc(F)cc2)cc1 (centres undefined)	-2	0	-2
CC(=O)c1ccc2cc3c(cc2c1)OCO3	1	0	-1
CSc1ncccc1C(=O)N1CCCC(Nc2ccc(F)c(F)c2)C1 (centres undefined)	2	-2	4
CC(=O)N1N=C(c2ccc(Br)cc2)CC1c1ccc(Br)cc1 (centres undefined)	2	-3	0
O=C(NCc1ccccc1Cl)C1CCN(C(=O)c2ccc(F)cc2)CC1	2	3	2
Cc1ccc2c(c1)C=CC(C#N)N2C(=O)Oc1ccccc1 (centres undefined)	1	-3	-3
C=CCn1c(=O)c2ccccc2n2nnc(C(=O)OCC)c12	-4	0	-2
COc1ccc(CC(=O)N/N=C/C=C/c2ccc3c(c2)OCO3)cc1OC	3	9	27
COc1ccccc1C(=O)NC(=S)Nc1ccc(N2CCOCC2)cc1	1	-1	-4
FCc1nc2nc(Cl)c(Cl)nc2[nH]1	-2	1	-3
O=C1OCCC1=CN1CCCCC1	0	-1	0
Cc1nn(C)c(C)c1/C=C(\C#N)S(=O)(=O)c1ccc(F)cc1	0	-2	-5
Cc1ncc([N+](=O)[O-])n1CC(=O)Nc1ccccc1Cl	-3	-3	-2
O=C(Nc1ccccc1)Nc1csc2ccccc12	2	16	-1
Cc1cccc(CN(Nc2ccccc2)c2ccccc2)n1	2	-2	1
Cn1ncc(Oc2ccc([N+](=O)[O-])cc2)c(Cl)c1=O	1	1	-1
COc1ccccc1C(=O)NNC(=O)CN(C)S(=O)(=O)c1ccc(Cl)cc1	-3	-2	-5
Cn1nnc(NC(=S)NC(=O)c2ccc3ccccc3c2)n1	3	-1	2
CC(=O)Nc1cccc(/C(C)=N/NC(=O)c2cccc(S(=O)(=O)N3CCCC3)c2)c1	2	12	-3
COc1cccc(C(=O)c2ccncc2C(=O)O)c1OC	-1	-2	-2
COc1cccc(CN(C)C(=O)c2ccc(S(=O)(=O)Nc3ccccc3C)cc2)c1OC	-3	-1	3
CC(=O)Nc1ccc(C=C(C#N)c2ccc(C)cc2)cc1	-2	47*	-1
CN(C(=O)c1cc(-c2cccs2)nn1-c1ccccc1)C1CCS(=O)(=O)C1 (centres undefined)	1	-4	-6
CCOC(=O)N1CCc2c(sc(N)c2C#N)C1	-1	1	4
O=C(COC(=O)/C=C/c1ccc(Cl)cc1)NC1CCS(=O)(=O)C1 (centres undefined)	2	-2	-1
Cc1ccc(C(=O)Nc2nc3n(n2)C(c2ccccc2)CC(=O)N3)cc1 (centres undefined)	5	4	2
Cc1cscc(C)c1=S	1	-1	1

Complete entries from above:
COc1cccc(C(=O)c2ccncc2C(=O)O)c1OC is listed as V-ATPase pHluor = -1; Wnt act = -2; NSD2 inh = -2
Cc1ccc(C(=O)Nc2nc3n(n2)C(c2ccccc2)CC(=O)N3)cc1 (centres undefined) is listed as V-ATPase pHluor = 5; Wnt act = 4; NSD2 inh = 2
COc1cccc(CN(C)C(=O)c2ccc(S(=O)(=O)Nc3ccccc3C)cc2)c1OC is listed as V-ATPase pHluor = -3; Wnt act = -1; NSD2 inh = 3

(listing goes on)
SMILES	V-ATPase pHluor	Wnt act	NSD2 inh
O=C(Cn1nc(-c2nn(CC(=O)c3ccccc3)c3[n+]2CCCCC3)[n+]2c1CCCCC2)c1ccccc1	1	1	0
COc1ccccc1N1CCN(S(=O)(=O)CCNC(=O)CC2CCCC2)CC1	0	-1	-1
COC(=O)C1=C(C)NC(=O)NC1c1ccc(OC)c(OC)c1 (centres undefined)	-2	0	9
Cc1nc(Cc2nnc(SC(C)C(=O)Nc3ccccc3)o2)cs1 (centres undefined)	-1	-3	0
COc1ccc(/C=C/C(=O)OCC(=O)c2cc(C)ccc2C)cc1	-1	0	1
Cc1ccccc1Sc1ccc(N)cn1	-2	1	-1
O=C(CCN1CCC(c2ccc(Cl)s2)=N1)c1ccc(Cl)s1	-2	-2	-2
O=C(NN=Cc1ccc(Cl)cc1Cl)c1ccccc1	0	24	0
CN(C)CCOC1c2ccccc2C=Cc2ccccc21	-1	0	5
O=C(NCc1nnnn1-c1ccc(F)cc1)c1ccc(S(=O)(=O)N2CCOCC2)cc1	1	0	0
C#CCOC(=O)CCCN1C(=O)c2cccc3cccc(c23)C1=O	2	-6	13
Cc1ccccc1NC(=O)c1c(C)[nH]c(=S)c(C#N)c1-c1ccc(Cl)cc1	-1	-2	2
CC(C)n1ncc2c(C(=O)N3CCN(S(=O)(=O)c4cccc(F)c4)CC3)cc(C3CC3)nc21	-2	0	-8
Cc1ccc(C(=O)OCC(=O)Nc2cc(Cl)ccc2C#N)o1	0	-1	0
CC(=O)N(C(C)=O)c1ccc(Oc2ccc(Oc3ccc(N(C(C)=O)C(C)=O)cc3)cc2)cc1	5	12	2
Cc1c(C)c2cc(Cl)c(OCC(=O)NCCCN3CCCC3=O)cc2oc1=O	11*	-6	-1
COc1ccc(C(=O)NC(=S)Nc2ccc(CN3CCOCC3)cc2)cc1OC	-1	1	1
N#Cc1ccsc1NC(=O)CSc1nnc(NC2CC2)s1	-1	-4	-1
CC(=O)N/C(=C/c1ccc(OS(=O)(=O)c2ccc(C)cc2)cc1)C(=O)NCCCO	-1	-1	-1
CCOc1cc(/C=N/NC(=O)C(=O)NCC2CCCO2)ccc1OCC(=O)N1CCOCC1 (centres undefined)	-2	-1	-6
CCCC(=O)NC(c1ccc(OCC)cc1)c1ccc(OC)c(OC)c1 (centres undefined)	0	8	-4
COc1ccccc1-c1nc(=S)c(C(C)=O)c(C)[nH]1	-1	0	-1
Cc1ccc(CNC(=O)C2CCC(=O)N(Cc3cccc(F)c3)C2)s1 (centres undefined)	1	-4	0
CCC(=NNS(=O)(=O)c1ccc(C)cc1)c1ccccc1	-1	-6	0
Cc1cc(C(F)(F)F)cc(NNC(=O)NC(=O)c2ccccc2Cl)n1	1	26	1
CCNC(=S)N1N=C2c3ccccc3CCC2C1c1ccc(F)cc1 (centres undefined)	1	-3	1
O=C(CN1CCN(S(=O)(=O)c2ccc(Br)s2)CC1)N1CCc2ccccc21	0	-2	-2
O=c1c(Cl)c(N2CCC3(CC2)OCCO3)cnn1C12CC3CC(CC(C3)C1)C2	-1	-8	5
C(=N\Nc1nc2ccccc2s1)/c1ccccn1	0	-12	2
Cc1cc(NC(=O)c2ccccc2)n(C(C)(C)C)n1	-3	-5	-2
NC(=O)N/N=C(/CCCCCC/C(=N\NC(N)=O)c1ccccc1)c1ccccc1	2	37*	0
CCn1c2ccccc2c2cc(NC(=O)N3CCCCC3)ccc21	-3	4	-5

Not all compounds are listed; the hit share may differ from the screen's.
